yeast cln2 rad14: NCI yeast anticancer drug screen, S. cerevisiae cln2 rad14 strain | % growth inhibition at 50 µM | hit rate 8.3% among 78,000;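 note: 0% = growth of vehicle-only cultures of the same strain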
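Relative to vehicle controls, growth inhibition of compound-treated cln2 rad14 yeast was recorded.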
sgs1 mgt1: NCI yeast anticancer drug screen, S. cerevisiae sgs1 mgt1 strain; % growth inhibition at 50 µM; hit rate 10% among 78,000; AID 161;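 note: 0% = growth of vehicle-only cultures of the same strain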
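Genetically altered yeast, compound exposure, growth inhibition relative to vehicle.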
mec2-1: NCI yeast anticancer drug screen, S. cerevisiae mec2-1 strain; AID 157; hit rate 9% among 79,000; growth inhibition, % at 50 µM;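 note: 0% = growth of vehicle-only cultures of the same strain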
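mec2-1 yeast strain, carrying an alteration in DNA damage repair or cell cycle control, was exposed to compounds; growth inhibition was measured relative to vehicle-treated controls.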
bub3: NCI yeast anticancer drug screen, S. cerevisiae bub3 mutant strain; % growth inhibition at 50 µM; hit rate 9.9% among 78,000;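 note: 0% = growth of vehicle-only cultures of the same strain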
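Whole-cell yeast assay. The mutant strain was incubated with compounds, and growth inhibition was determined by comparison with vehicle-treated cells.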
yeast mlh1 rad18: NCI yeast anticancer drug screen, S. cerevisiae mlh1 rad18 strain; growth inhibition, % at 50 µM; hit rate 11% among 79,000; AID 175;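 note: 0% = growth of vehicle-only cultures of the same strain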
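Genetically defined yeast (DNA repair-deficient) exposed to compounds; growth inhibition determined relative to vehicle.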
rad50: NCI yeast anticancer drug screen, S. cerevisiae rad50 strain; growth inhibition, % at 50 µM; hit rate 10% among 79,000; AID 155;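 note: 0% = growth of vehicle-only cultures of the same strain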
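A DNA repair-deficient yeast mutant serves as the test organism; compound-induced growth inhibition is calculated against vehicle-treated cells.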
* marks the source's active call; other numbers are inactive results; x = no result given; & = joins results of further samples. Cut-off read from the data, not from the text of the source: active = growth inhibition above about 70%; inactive = the rest. The order is random. About 13% of those tested had a hit in this group.

SMILES	yeast cln2 rad14	sgs1 mgt1	mec2-1	bub3	yeast mlh1 rad18	rad50
Nc1ccc(N=Nc2ccccc2)c2ccccc12	98*	98*	99*	98*	98*	98*
c1ccc(OCCOc2ccccc2)cc1	6	3	6	-8	-23	-13
c1ccc(CNc2nc(NCc3ccccc3)c3cn[nH]c3n2)cc1	-2	0	-34	-32	-10	-9
OCC1OC(n2cc3ccccc3n2)C(O)C1O (stereo not given)	-4	-6	5	6	-8	4
COC1OC(CO)C(O)C(O)C1N1C(=O)c2ccccc2C1=O (stereo not given)	-16&8	-4&23	8&-4	4&12	-3&19	-4&9
O=C(Cc1ccccc1)Cc1ccccc1	-3	0	-5	-9	14	-2
CCN(CC)CCOc1cccc(Oc2ccccc2)c1	68	73*	63	53	84*	74*
Cn1c(=O)oc2cc(N)c(Cl)cc21	16	1	-4	10	5	4
C#CC[N+](CC)(CC)CCNC(=O)CCCCCCCCCCCCCCC	99*	100*	100*	100*	99*	100*
N#CC(C#N)=C1CCNCC1	-8	-6	-6	4	1	-13
O=C1NC(c2ccc(Cl)cc2)(c2ccc(Cl)cc2)C(=O)N1Cl	17	8	-2	12	-16	-5
O=S(=O)(CCl)c1ccc(Cl)cc1	-67	-1	6	-6	10	5

5 entries picked at random from the list so far:
SMILES	yeast cln2 rad14	sgs1 mgt1	mec2-1	bub3	yeast mlh1 rad18	rad50
CCN(CC)CCOc1cccc(Oc2ccccc2)c1	68	73*	63	53	84*	74*
N#CC(C#N)=C1CCNCC1	-8	-6	-6	4	1	-13
c1ccc(CNc2nc(NCc3ccccc3)c3cn[nH]c3n2)cc1	-2	0	-34	-32	-10	-9
O=S(=O)(CCl)c1ccc(Cl)cc1	-67	-1	6	-6	10	5
Cn1c(=O)oc2cc(N)c(Cl)cc21	16	1	-4	10	5	4

Carrying on:
SMILES	yeast cln2 rad14	sgs1 mgt1	mec2-1	bub3	yeast mlh1 rad18	rad50
COc1ccc(/C=N/Nc2nc3ccccc3s2)cc1	-41	-3	-3	1	26	8
CCCCOc1c(C(=O)OC)cc(Cl)cc1[N+](=O)[O-]	-31	20	27	16	8	-6
CCCCC(CC)CCC(=O)CC(C)C (stereo not given)	8	10	16	3	5	10
C/C(=N\N=Nc1ccc(N(C)C)cc1)c1ccccc1	16	-5	-3	29	9	2
CC1CCC/C1=C(/I)C(=O)c1ccccc1 (stereo not given)	8	25	-7	-2	-60	2
N=c1c(C(=O)OCc2ccccc2)ncc(CCl)n1O	23	72*	80*	73*	78*	37
CCCCc1c2c(nc3c1CCc1cc4c(nc1-3)-c1nc3c(c(CCCC)c1CC4)CCC/C3=C\c1ccccc1)/C(=C/c1ccccc1)CCC2	5	0	3	5	3	17
Cc1[nH]c2ccccc2c1-c1cc(-c2cc(-c3c(C)[nH]c4ccccc34)nc(N)n2)nc(N)n1	3	-26	9	-11	-2	-13
S=c1nc(COc2ccc(Cl)cc2)[nH][nH]1	-2	-6	-8	3	6	20
C=CCN(N=O)C(=O)NCCCC(NC(C)=O)C(=O)NCc1ccccc1 (stereo not given)	23	-16	-28	-5	-6	-15
CNc1nc(=O)[nH]c(C)c1[N+](=O)[O-]	-61	-7	4	-4	13	20
O=C(Nc1ccccc1)OCc1cnc2ccccc2c1	-9	9	-23	3	-3	6

Some of the entries so far, as labelled records:
CC1CCC/C1=C(/I)C(=O)c1ccccc1 (stereo not given)
  yeast cln2 rad14: 8
  sgs1 mgt1: 25
  mec2-1: -7
  bub3: -2
  yeast mlh1 rad18: -60
  rad50: 2

COc1ccc(/C=N/Nc2nc3ccccc3s2)cc1
  yeast cln2 rad14: -41
  sgs1 mgt1: -3
  mec2-1: -3
  bub3: 1
  yeast mlh1 rad18: 26
  rad50: 8

N=c1c(C(=O)OCc2ccccc2)ncc(CCl)n1O
  yeast cln2 rad14: 23
  sgs1 mgt1: 72*
  mec2-1: 80*
  bub3: 73*
  yeast mlh1 rad18: 78*
  rad50: 37

Continued:
SMILES	yeast cln2 rad14	sgs1 mgt1	mec2-1	bub3	yeast mlh1 rad18	rad50
Nc1ccc(-c2c[nH]c(=O)c([N+](=O)[O-])c2)cc1	-28	-1	-6	4	-6	4
COC(=O)N1c2ccccc2C23CCN4CCCC5(CCC12C(C(=O)O)C5)C43 (stereo not given)	-9	0	8	4	10	-3
CC(C)(C)c1cc(Oc2ccc(C#N)c(C#N)c2)cc(C(C)(C)C)c1	-7	-1	-24	-5	-21	-6
CO[C@H]1C[C@H]2[C@@H]3CCC4=CC(=O)C=C[C@]4(C)[C@@]3(F)[C@@H](O)C[C@]2(C)[C@@]1(O)C(=O)COC(C)=O	33	23	0	1	-7	7
Clc1ccc(C(c2ccc(Cl)cc2)c2cncnc2)cc1	89*	89*	90*	84*	87*	90*
CCN(CC)C(=O)c1c(Cl)cc(N(CC)CC)oc1=O	-24	-42	-12	-41	-54	-22
O=S1Oc2ccccc2O1	-12	-4	12	-23	-13	3
COC(=O)C12Oc3ccc(-c4ccc5c(c4O)C(O)=C4C(=O)CC(C)C(O)C4(C(=O)OC)O5)c(O)c3C(O)=C1C(=O)CC(C)C2O (stereo not given)	91*	82*	88*	94*	81*	90*
COC(=O)C1(COCc2ccccc2)CCCC2OC21 (stereo not given)	-3	10	-5	2	6	3
O=C1c2ccc(O)cc2OC(c2ccc(O)c(O)c2)C1O (stereo not given)	2	18	-7	6	6	8
CC(/C(=N/O)c1ccccc1)N1C(=O)c2ccccc2C1=O (stereo not given)	-27	-4	-13	-4	6	-31
CN(C)CCC(=O)c1ccc2c(c1)OCO2	19	14	10	-9	13	21
CCC(CO)Nc1nc2ccc(Br)cc2c2ccccc12 (stereo not given)	66	86*	50	64	94*	76*
CCN(CC)CCOC(=O)Cc1cccc2c(=O)cc(-c3ccc(OC)cc3)oc12	9	-12	-10	-10	-45	50
OCCc1ccccc1C(c1ccccc1)c1ccccc1	99*	99*	99*	99*	99*	99*
CCc1cccc(C(C)C)c1NC(=O)CC1Sc2ccccc2NC1=O (stereo not given)	16	-4	3	37	-20	4
Cc1nc2c(=O)[nH]c(=O)[nH]c2s1	-12	-4	5	-8	-9	-13
Cc1ccc(N=C(C(=O)c2ccccc2)C(Nc2ccc(C)cc2)C(=O)c2ccccc2)cc1 (stereo not given)	21	18	3	-4	11	24
CCCCSCCOC(=O)Nc1ccc(Cl)cc1	96*	98*	99*	99*	99*	99*
Nc1[nH]cnc(=S)c1NC=O	0	35	3	42	-2	14
COc1ccc2c(c1OC)C(Cc1ccccc1)N1CCc3cc4c(cc3C1C2)OCO4 (stereo not given)	51	48	59	52	78*	21
NC=NCC(=O)O	-8	-11	-16	-5	-12	6
CN(C)CCNc1ccc2nnn3c4ccc(O)cc4c(=O)c1c23	25	-6	-3	0	34	12
CC(=O)n1[nH]c(=O)n(-c2ccc(Cl)cc2)c1=O	2	-30	-37	-22	-73	-36
NC(CSS(=O)(=O)O)=NCC1CC2CCC1C2 (stereo not given)	7	-4	6	4	12	3
Nc1ncnc2c1N=C(c1ccccc1)CC(c1ccccc1)N2 (stereo not given)	3	-4	-5	-35	3	-9
O=c1[nH]c2nc3ccccc3c(=O)n2nc1Cc1ccccc1	-2	-9	-20	-13	1	-16
Clc1ccc(-c2onc3ccc(Br)cc23)cc1	-18	-1	-12	-1	8	-7
COC(C)c1cnccc1/C(C)=C1/Nc2ccccc2C1=O (stereo not given)	-20	-15	3	0	-4	1
CC(C)(CN)SCc1ccccc1	-27	-40	-2	-48	4	6
CCc1cc2c(c3c1CCCC3=O)CC1(Cc3ccc(C(=O)OC)cc3C1)C2 (stereo not given)	-21	-8	-29	-9	-40	-8
O=C(NNC(=O)c1ccncc1)C(=O)Nc1cc(Cl)c(Cl)cc1Cl	-1	-33	-10	9	-37	-10
N#C/C(=C1\NN=C(N)C(c2ccc(Cl)cc2)=C1O)c1ccc(Cl)cc1	46	32	22	18	39	32
Cc1cc2c(C(C)C)c(O)c(O)c(C=Nc3ccc(C(=O)O)cc3)c2c(O)c1-c1c(C)cc2c(C(C)C)c(O)c(O)c(C=Nc3ccc(C(=O)O)cc3)c2c1O	73*	61	91*	58	86*	92*
Cc1c(Cl)c(N)c(Cl)c(Cl)c1Cl	-7	19	-4	29	9	16
CCC(CC)/C(=N/Nc1ccc([N+](=O)[O-])cc1[N+](=O)[O-])C1=CCCCC1	-24	-5	-12	-7	-16	-8
O=C(NCCCl)NC(Cc1ccccc1)Cc1ccccc1	54	15	11	2	31	7
CC(C)=CCC/C(C)=C/c1cc(C(=O)O)c2c(ccc3ccccc32)n1	11	7	10	25	14	10
CCSC(C(O)C(O)C(O)C(O)CO)n1cc(C)c(=O)[nH]c1=O (stereo not given)	-4	-3	5	4	0	3
COc1ccc(-c2cc(C(=O)N/N=C/c3ccc([N+](=O)[O-])cc3)c3ccc(C)cc3n2)cc1OC	15	39	14	-1	47	44
CSc1nc(NC2OCC(OC(C)=O)C(OC(C)=O)C2OC(C)=O)c2c(n1)OCC2=O (stereo not given)	6	-22	-22	13	-10	-17
C(/C=C/c1ccccc1)=Nc1ccc2c(c1)Cc1ccccc1-2	-28	-26	0	-16	10	0
CS(=O)(=O)N/N=C1/C=C2C/C(=N\NS(C)(=O)=O)C=C2C1	30	48	-1	-1	44	28
COC1=CC(=O)N(C(=O)C2CSC(C(CO)NC(=O)c3csc(/C=N/O)n3)=N2)C1 (stereo not given)	-4	9	-11	-6	20	2
CC1CCCCC1NC(=O)c1ccccc1 (stereo not given)	-35	-5	-11	-14	-3	-12
CC(C)C1OC2(CCCC2)OCC1(C)C (stereo not given)	-22	-10	-19	-5	-1	-10
CCOC(=O)c1nc2ccc(C(F)(F)F)cc2nc1Nc1ccc(Cl)c(Cl)c1	-19	-14	4	-1	6	-22
O=[N+]([O-])c1nccn1CC(O)CO (stereo not given)	18	21	22	30	34	39
O=Cc1ccccc1Cl	-15	17	13	11	14	28
Cn1cnc([N+](=O)[O-])c1[Se]c1nc(N)nc2c1ncn2C1OC(CO)C(O)C1O (stereo not given)	10	-28	-8	-6	2	4
O=c1c2cccnc2ncn1CCN1CCCC1	8	-4	-12	-2	21	5
COC1=CC2OC3OC(=O)CC3C2C(OCc2ccccc2)=C1 (stereo not given)	-2	6	7	8	7	14
Nc1cccc(/C=C/c2cccc([N+](=O)[O-])c2)c1	4	13	37	60	30	18
CCN(CC)CCNc1ccc(C)c2oc3ccc(O)cc3c(=O)c12	25	82*	76*	82*	96*	99*
CN(C)c1ccc(-c2c3ccc(Cl)cc3nc3ccc(Br)cc23)cc1	-4	-18	-2	-1	-9	-1
CCCCNCCCNCCCC	-1	1	-3	26	3	5
COC1=C2CC(C)CC(OC)C(O)C(C)/C=C(\C)C(OC(N)=O)C(OC)/C=C\C=C(/C)C(=O)NC(=C(C=NC(C)(C)C)C1=O)C2=O (stereo not given)	46	23	23	6	18	9
CC(=O)n1[nH]c(=O)n(-c2ccccc2)c1=O	10	-18	-20	-26	-24	-23
Nc1nc2c(c(=O)[nH]1)N(C=O)C(CNc1ccc(C(=O)N[C@@H](CCC(=O)O)C(=O)O)cc1)CN2 (stereo not given in full)	5	-22	-34	1	-6	4
CCOC(=O)NC(=O)c1cn(C(CC)COC(=O)NCCCCCCNC(=O)OCC(CC)n2cc(C(=O)NC(=O)OCC)c(=O)[nH]c2=O)c(=O)[nH]c1=O (stereo not given)	30	-32	-4	-6	-17	-28

(next part)
SMILES	yeast cln2 rad14	sgs1 mgt1	mec2-1	bub3	yeast mlh1 rad18	rad50
O=C(Cc1ccccc1)Nc1cc(C(F)(F)F)ccc1Cl	22	6	5	20	13	28
CC(=O)OC(Cc1c(O)c2c(C)cccc2oc1=O)C(C)(C)O (stereo not given)	6	23	16	26	23	24
O=C1CCC(=O)NN1	1	8	-14	-13	23	22
CCN(CC)c1ccc(/C=N\NC(=S)N/N=C/c2ccc(N(CC)CC)cc2)cc1	33	8	1	-1	-1	-2
CCOC(=O)/C(C)=C\C1C(C)=CC(=O)CC1(C)C (stereo not given)	-29	-5	-16	20	-7	0
CCCC1OCC(O)C(C(O)C(=O)CN(Cc2ccccc2)Cc2ccccc2)O1 (stereo not given)	-10	2	1	-4	4	0
Cc1cc(O)ccc1C1=NCC(C)(C)S1	12	11	9	16	0	12
C[N+]1(C)CCCC(C#N)(c2ccccc2)CC1 (stereo not given)	-7&7	8&14	18&14	6&12	8&-13	1&15
O=C(O)C1OC(C(=O)O)C(C(=O)O)C1C(=O)O (stereo not given)	x	x	-38	x	12	-11
CCCC(NC(=O)OCc1ccccc1)C(=O)NC(Cc1ccc(O)cc1)C(=O)O (stereo not given)	7	-4	0	-16	10	-4
CC(N)c1ccccc1O (stereo not given)	-6	-2	-4	-1	19	-5
COc1ccc2cc(N(C(C)=O)C(C)=O)c3ccccc3c2c1	-12	26	25	24	19	8
